Bioassay records: PubChem BioAssay, NMMLSC
Bim-Bcl-2 – inhibitors of Bim-Bcl-2 interaction, human | Bead-based flow cytometry, Bim peptide-Bcl-2 binding | P10415 | AID 950 | inhibition, % at 10 µM | hit rate 0.06% among 190,000; in the data active means inhibition above about 40%; inconclusive means no clear call, values can overlap the other calls;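 further: 0% = no compound wells with probe peptide and 100% = reference peptide inhibitor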
Target sequence (P10415 whole entry, looked up): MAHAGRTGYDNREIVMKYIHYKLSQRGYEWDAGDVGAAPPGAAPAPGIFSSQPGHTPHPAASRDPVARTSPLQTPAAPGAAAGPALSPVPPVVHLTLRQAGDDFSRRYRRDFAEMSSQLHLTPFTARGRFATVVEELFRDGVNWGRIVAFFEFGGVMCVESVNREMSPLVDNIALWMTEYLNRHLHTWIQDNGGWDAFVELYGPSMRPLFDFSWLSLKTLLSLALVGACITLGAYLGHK
Bim-Mcl-1 – inhibitors of Bim-Mcl-1 interaction, human; AID 1009; Bead-based flow cytometry, Bim peptide-Mcl-1 binding; Q07820; inhibition, % at 10 µM; hit rate 0.1% among 190,000;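 further: 0% = no compound tracer wells and 100% = peptide blocker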
Target sequence (Q07820 whole entry, looked up): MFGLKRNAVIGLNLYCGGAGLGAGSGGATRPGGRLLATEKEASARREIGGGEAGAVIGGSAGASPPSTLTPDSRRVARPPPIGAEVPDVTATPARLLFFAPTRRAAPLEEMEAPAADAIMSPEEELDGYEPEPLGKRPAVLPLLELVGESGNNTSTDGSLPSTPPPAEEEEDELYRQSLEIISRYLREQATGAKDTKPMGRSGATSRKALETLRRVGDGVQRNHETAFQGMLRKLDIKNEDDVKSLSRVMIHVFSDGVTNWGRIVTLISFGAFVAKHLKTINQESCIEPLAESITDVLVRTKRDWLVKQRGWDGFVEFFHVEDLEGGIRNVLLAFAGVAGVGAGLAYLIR
ABCB1 inh – blocks JC-1 efflux by human ABCB1 transporter. inhibition, % at 6.6 µM. CCRF-Adr cells, flow cytometry. hit rate 0.067% among 190,000. P08183. AID 1326; in the data active means inhibition above about 40%;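 further: 0% = vehicle and 100% = reference inhibitor; higher value means more JC-1 retained so stronger ABCB1 efflux block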
RGS7-Gao – modulates binding of RGS7 to human Galphao | P09471 | Multiplexed bead flow cytometry; actives lie on both sides | binding response (% of control), % at 10 µM | hit rate 0.35% among 220,000 | AID 1439; in the data active means binding response below about 49% or above about 150%; inconclusive means no clear call, values can overlap the other calls; inactive means in between;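 further: fluorescent Galphao held in activated GDP-AlF4 state binding bead-coupled RGS7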
Bfl-1 Bim block – human Bim-Bfl-1 interaction inhibition; Q16548; Bead-based flow cytometry, Bim-Bfl-1 binding inhibition; inhibition, % at 10 µM; hit rate 0.12% among 190,000; AID 1008;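 further: 0% = wells without compound plus tracer and 100% = blocker peptide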
Bcl-XL Bim block – human Bim-Bcl-XL interaction inhibition. inhibition, % at 10 µM. Q07817. Bim peptide-Bcl-XL binding, bead flow cytometry, fluorescence. AID 1007. hit rate 0.04% among 190,000
Target sequence (Q07817 whole entry, looked up): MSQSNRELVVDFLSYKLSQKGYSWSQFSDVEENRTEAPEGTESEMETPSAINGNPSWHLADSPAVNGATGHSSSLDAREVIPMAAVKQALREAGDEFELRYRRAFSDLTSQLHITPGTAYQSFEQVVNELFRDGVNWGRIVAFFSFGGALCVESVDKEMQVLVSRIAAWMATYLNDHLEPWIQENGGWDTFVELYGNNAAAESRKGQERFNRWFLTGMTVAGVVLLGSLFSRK
RGS4-Gao reg – modulates binding of RGS4 to human Galphao. P09471. binding response (% of control), % at 10 µM. hit rate 0.33% among 220,000. Multiplexed bead flow cytometry; actives lie on both sides. AID 1415; in the data active means binding response below about 49% or above about 150%; inactive means in between;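 further: fluorescent Galphao activated with aluminum fluoride binding bead-coupled RGS4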
ABCG2 inh – inhibitors of human ABCG2 transporter, ABCB1 counter-screen; Q9UNQ0; IgMXP3 cells, JC-1 efflux, flow cytometry; inhibition, % at 6.6 µM; hit rate 0.1% among 190,000; AID 1325;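 active means inhibition above 80%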;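 further: 0% = DMSO and 100% = nicardipine control wells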
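Assay system – ABCG2 IgMXP3 and barcoded ABCB1 CCRF-Adr cell mix · Input – 3 million cells/mL in well · Reagent – JC-1 fluorescent substrate · Compound – single test compound dose, 6.6 µM final · Timing – 10 min exposure at 25 °C with rotation, no wash · Detection – flow cytometry of retained JC-1 fluorescence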
Bcl-W Bim block – inhibitors of Bim-Bcl-W interaction, human. Q92843. bead-based flow cytometry, Bim peptide-Bcl-W binding. inhibition, % at 10 µM. hit rate 0.02% among 190,000. AID 952;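 further: 0% = bound tracer without compound and 100% = peptide blocker; higher means less fluorescent Bim peptide bound to Bcl-W beads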
Target sequence (Q92843 whole entry, looked up): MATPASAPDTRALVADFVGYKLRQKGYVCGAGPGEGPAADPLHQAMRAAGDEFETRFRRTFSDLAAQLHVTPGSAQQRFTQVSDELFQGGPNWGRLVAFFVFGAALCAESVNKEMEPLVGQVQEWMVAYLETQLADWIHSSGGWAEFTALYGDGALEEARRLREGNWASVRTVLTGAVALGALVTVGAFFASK
RGS8-Gao – regulators of human RGS8-Galphao interaction | P09471 | multiplexed bead flow cytometry, RGS8-Galphao binding; actives lie on both sides | response (percent of control binding), % at 10 µM | hit rate 0.34% among 220,000 | AID 1423; in the data active means response below about 60% or above about 140%; inactive means in between;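 further: Galphao activated as the GDP aluminium fluoride complex binding bead-coupled RGS8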
Bcl-B Bim block – disrupts Bim peptide binding to human Bcl-B; inhibition, % at 10 µM; bead-based flow cytometry; hit rate 0.073% among 190,000; Q9HD36;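 further: 0% = tracer peptide without compound and 100% = reference inhibitor peptide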
Active calls of the source: *; ? = inconclusive; · = not tested or not shown. Unless noted, no stated cut-off is given here; in the data, active means inhibition above about 40%.

SMILES	Bim-Bcl-2	Bim-Mcl-1	ABCB1 inh	RGS7-Gao	Bfl-1 Bim block	Bcl-XL Bim block	RGS4-Gao reg	ABCG2 inh	Bcl-W Bim block	RGS8-Gao	Bcl-B Bim block
O=C(NC(NCc1ccccc1)C(Cl)(Cl)Cl)c1cccnc1 (stereo not drawn)	-2	-2	0.4	101	-3	0	102	1	-1	100	0
CCc1nnc(NC(=O)CSc2nc3cc(OC)c(OC)cc3cc2C)s1	-1	0	0.9	104	-5	0	102	25	0	102	0
COc1ccccc1N1CCN(C(=O)CSc2ccccc2)CC1	-8	-5	0.2	101	-17	-10	99	10	-2	101	-11
Cc1cccc2cc(CN(CC3CCCO3)C(=O)c3ccncc3)c(=O)[nH]c12 (stereo not drawn)	-10	-4	0.1	98	-7	-18	97	3	5	97	-10
NC(=NCCc1c[nH]c2ccccc12)NS(=O)(=O)c1cc(F)ccc1F	-4	-3	-0.2	102	0	-3	99	0	-1	101	-7
Cc1cc(C)c(C(=O)Cn2nc(C)c([N+](=O)[O-])c2C)cc1C	-1	0	0.6	99	-4	-2	96	2	0	96	-2
CCc1ccc(C2NC(C(=O)O)CS2)cc1 (stereo not drawn)	-8	-1	0.2	99	-15	-5	99	2	-3	100	-8
COc1ccc(CC(=O)Nc2cc(Cl)ccc2C(=O)O)cc1	-1	0	0.3	99	-5	-1	99	1	3	101	1
Clc1ccc2nc(C3CCN(Cc4ccccc4)CC3)[nH]c2c1	-8	0	0.5	99	-7	-6	99	3	0	98	-10
Fc1ccc(CNC(=S)Nc2ccc(Cl)cc2Cl)cc1	2	-8	-1.2	104	-2	-9	104	-7	-9	102	-2
COC(=O)C(C)Sc1nnc(Cc2cc(=O)[nH]c(=O)[nH]2)n1-c1cc(C)ccc1C (stereo not drawn)	-6	-4	0.0	107	-6	-3	109	0	-2	111	-5
CC(=O)N1C(=O)/C(=C2\SC(=S)N(NC(=O)c3ccc(O)cc3)C2=O)c2ccccc21	?	·	0.1	99	·	·	102	-1	·	101	·
Cn1ncc(Br)c1C(=O)OCC(=O)Nc1nc(-c2ccccc2)cs1	3	2	0.6	102	0	-1	109	2	0	103	-1
CCCCCCC1CC(C)(C(=O)CNc2nncs2)OC1=O (stereo not drawn)	-4	-8	-1.1	89	-10	-8	103	-9	-6	105	-14
O=C(c1ccccc1)N1CCCCC(S(=O)(=O)c2ccccc2)C1=O (stereo not drawn)	-2	0	0.5	104	-5	-1	105	1	-2	102	-2
COc1cc(/C=N/NC(=O)c2cccc([N+](=O)[O-])c2)ccc1OCc1ccc(C)cc1	-4	-2	0.1	102	-1	0	100	1	-3	99	-1
COCCNS(=O)(=O)c1ccc(SC)cc1	1	0	-0.1	80	2	3	72	0	0	90	1
Cc1ccc(/C=N/NC(=O)CNC(=O)c2ccc(S(=O)(=O)N(C)C)cc2)cc1	0	0	-0.3	102	0	-3	93	-1	-2	96	0
O=C(NCC1CCCO1)C1C2C=CC3(CN(Cc4cccs4)C(=O)C13)O2 (stereo not drawn)	-3	-1	0.4	98	-1	1	100	1	1	97	0
CCCOC(=S)N/C(=N\S(=O)(=O)c1ccccc1)c1ccccc1	-11	-11	-0.3	111	-7	-9	101	-5	-5	101	-30
COC(=O)C(/C=N/O)NC(=O)c1ccccc1 (stereo not drawn)	-2	0	0.2	94	-5	0	101	1	0	103	-4
Cc1ccnc(NC(=O)c2cc([N+](=O)[O-])cc([N+](=O)[O-])c2)c1	4	1	0.3	100	-2	0	100	15	3	102	2
N#Cc1c(NC(=O)C2CC=CCC2C(=O)O)sc2c1CCCCCC2 (stereo not drawn)	-6	-1	0.9	96	-11	-7	100	9	-3	98	-10
FC(F)(F)c1ccccc1NC(=S)NN=C1CCCCCC1	-2	0	0.0	97	-5	-6	110	0	-3	95	-12
Cc1ccc(NC(=O)c2ccc(OC(=S)N3CCOCC3)cc2)cc1	-2	1	0.4	95	-4	0	98	4	-4	97	-3
(listing goes on)
SMILES	Bim-Bcl-2	Bim-Mcl-1	ABCB1 inh	RGS7-Gao	Bfl-1 Bim block	Bcl-XL Bim block	RGS4-Gao reg	ABCG2 inh	Bcl-W Bim block	RGS8-Gao	Bcl-B Bim block
Cc1ccc(CC2S/C(=N/N=C/c3ccco3)NC2=O)cc1 (stereo not drawn)	-3	-3	-0.7	?	-5	-3	102	3	-3	102	-4
O=C(/C=C/c1ccco1)c1ccc(NC(=O)C23CC4CC(CC(C4)C2)C3)cc1	1	-4	-0.4	93	0	-3	97	-2	-4	95	-18
CC(C)NC(=O)CC(=O)N/N=C/c1cccs1	0	0	0.0	96	-4	-3	94	1	-1	99	0
COc1cccc(-c2cc(C(=O)Nc3c(C)n(C)n(-c4ccccc4)c3=O)no2)c1	0	-3	0.2	69	0	-3	88	0	-3	83	0
CC(=O)N1CC2(C)CN(C(C)=O)CC(C)(C1)C2	1	1	0.5	99	0	1	99	2	1	102	1
CC(C)(C)C(=O)CCN1C(=O)C2(OCCO2)c2ccccc21	-6	0	0.5	92	-10	-5	96	1	-3	94	-9
CN1C(=O)CS/C1=N\NC(=O)COc1cccc2cccnc12	-5	0	-0.6	97	-6	0	99	3	-2	100	-2
COc1cc(C(=O)N/N=C/C2CC=CCC2)cc(OC)c1OC (stereo not drawn)	-8	-7	-0.2	100	-18	-9	99	1	-4	99	-8
CCCC(=O)Nc1nc(-c2ccccc2)ns1	-5	-3	0.7	105	-2	-5	101	3	0	103	-3
COc1ccc(-c2csc3ncn(CC(=O)N4CCOCC4)c(=O)c23)cc1	-5	-1	-0.8	102	-6	-3	102	-1	-1	103	-5
O=C(c1ccc(F)cc1)N1CCCCC(Sc2nnc3ccccn23)C1=O (stereo not drawn)	-2	5	0.4	99	-1	-3	100	2	4	101	0
CCOC(=O)c1nnn(-c2ccc([N+](=O)[O-])cc2)c1C	-2	-1	-0.2	100	-7	-2	103	0	0	107	-4
COCCCn1c(SCc2nc3ccccc3c(=O)[nH]2)nc2ccccc2c1=O	-2	5	1.6	98	-6	0	101	4	0	103	0
COc1ccccc1CNC(=O)c1cn(C)c(=O)c2cc(OC)c(OC)cc12	-9	0	0.1	97	-12	6	98	0	0	100	-7
Cc1ccc(N(C(=O)C2CCC(=O)N2)C2(C(=O)NC3CCCCC3)CCCCC2)cc1 (stereo not drawn)	0	0	0.2	96	-1	-4	96	2	0	99	-2
COc1ccccc1N1CCN(C(=O)c2cc(-c3ccco3)on2)CC1	-9	0	0.4	98	-9	-3	99	1	3	103	-6
COc1cccc(CN2CCNC(=O)C2CC(=O)NCc2cc(C(C)C)no2)c1 (stereo not drawn)	0	0	-0.3	101	-1	-2	103	0	2	94	-1
CC(C)=CC(=O)Nc1nnc(-c2ccccc2C)s1	-1	2	0.1	102	-2	0	101	3	2	100	-3
c1ccc(-c2csc(Nc3ncccn3)n2)cc1	0	-5	-0.6	102	-12	-18	102	-6	-7	102	-15
O=c1[nH]c(NCc2ccccc2)nc2c1CCCC2	-1	-3	0.5	100	0	-1	100	3	0	100	-3
Cc1ccc(C(=O)Nc2cc3c(oc2=O)CCCC3=O)cc1	-14	-6	0.8	99	-22	-9	100	26	-5	101	-15
O=C1C2CC=C(Cl)CC2C(=O)N1CC1OCCc2ccccc21 (stereo not drawn)	-6	0	0.2	82	-11	-5	87	1	-1	95	-7
FC(F)(F)c1cnc(-c2cnc(-c3ccncc3)nc2)c(Cl)c1	5	2	0.2	94	3	-4	99	9	-3	98	4
Cc1cc2ccccc2c(=O)n1CC(=O)NCC(=O)N1CCN(c2ccccc2F)CC1	-7	-2	0.8	101	-8	-11	97	1	3	103	-10
CCn1c(=O)n(CC(=O)N2CC(C)CC(C)C2)c(=O)c2ccccc21 (stereo not drawn)	-3	-2	0.9	98	-3	-2	101	4	-1	100	-3
(list continues)
SMILES	Bim-Bcl-2	Bim-Mcl-1	ABCB1 inh	RGS7-Gao	Bfl-1 Bim block	Bcl-XL Bim block	RGS4-Gao reg	ABCG2 inh	Bcl-W Bim block	RGS8-Gao	Bcl-B Bim block
CC(=O)c1ccc(NS(=O)(=O)Cc2ccccc2)cc1	0	3	0.1	101	-1	-2	100	0	-3	100	1
Cc1nc2ccc(NC(=O)c3ccc([N+](=O)[O-])cc3[N+](=O)[O-])cc2s1	0	0	0.1	?	-2	2	86	2	0	93	0
O=C(COC(=O)CCCNC(=O)c1ccc(Cl)cc1)NCc1ccccc1Cl	-7	0	0.7	91	-12	-2	89	5	-1	95	-6
C=CCNC(=S)NCc1ccc(CNC(=S)NCC=C)cc1	1	0	-8.4	95	8	0	96	-19	-1	96	2
CCCc1cc(=O)[nH]c(SCC(=O)Nc2cc3c(cc2C(C)=O)OCO3)n1	-13	-2	3.8	100	-8	-10	101	45	-1	102	-4
O=C(NC1CC1)C1CCN(Cc2cnn(-c3ccccc3)c2-n2cccc2)CC1	-5	-3	0.5	95	-15	-9	99	0	1	100	-10
O=C(NC(Nc1nc2ccc([N+](=O)[O-])cc2s1)(C(F)(F)F)C(F)(F)F)c1cccnc1	-10	0	1.0	101	-16	-7	100	36	-3	101	-2
C/C(=N/NC(=O)c1ccc(Cl)s1)c1ccc(NC(=O)COc2ccc(Cl)cc2)cc1	-11	-4	-0.6	94	-14	0	102	-1	-1	96	-10
CC(=O)NCCN1C(=O)S/C(=C\c2cccs2)C1=O	-7	0	-0.2	99	-5	-1	97	10	-1	98	-3
Cc1ccc(C(=O)N2C(CC(=O)Nc3ccc(Cl)cc3)C(=O)NC3CCCCC32)cc1 (stereo not drawn)	-2	0	1.0	94	-2	0	99	6	-1	100	-3
C=CCN(CC=C)C(=S)NC(=O)c1ccc(C)c(Br)c1	-1	-2	-0.2	114	1	-6	102	3	-6	102	-7
CC1(c2ccc3noc(-c4ccccc4)c3c2)OCCO1	-2	-3	0.1	104	-4	-10	98	1	-1	100	-9
OCC(CO)(CO)N=Cc1cc(Br)ccc1O	-9	-2	0.3	91	-13	-6	94	2	-2	97	-6
COC(=O)CSc1nc2c(c(=O)n(C)c(=O)n2C)n1CCCc1ccccc1	0	0	1.7	101	-4	-3	99	12	1	100	2
CCOc1ccc(-c2cn(-c3ccc(OC)cc3)c(SC)n2)cc1	5	0	0.5	103	2	-1	101	0	0	103	-3
CCOc1ccc(NC(=O)CN2CCN(CC(=O)Nc3cccc(F)c3)CC2)cc1	-16	-5	0.2	101	-12	5	100	1	0	100	-9
CCOC(=O)C1CCN(S(=O)(=O)c2cccc(-c3cn4cccc(C)c4n3)c2)CC1	-1	-2	0.2	100	-5	-1	97	0	0	98	0
Cc1ccccc1OCc1nnc2n1CC(C)S2 (stereo not drawn)	-9	-1	0.5	100	-11	-4	103	2	1	102	-6
COc1ccc(S(=O)(=O)NCc2csc(C)n2)cc1	0	4	0.4	98	-4	0	90	3	3	98	-4

Limited to Bcl-B Bim block and Bcl-W Bim block, for some of the entries so far:
| Molecule | Bcl-B Bim block | Bcl-W Bim block |
| --- | --- | --- |
| O=C(c1ccc(F)cc1)N1CCCCC(Sc2nnc3ccccn23)C1=O (stereo not drawn) | 0 | 4 |
| O=c1[nH]c(NCc2ccccc2)nc2c1CCCC2 | -3 | 0 |
| Cc1ccc(CC2S/C(=N/N=C/c3ccco3)NC2=O)cc1 (stereo not drawn) | -4 | -3 |
| COc1ccccc1N1CCN(C(=O)c2cc(-c3ccco3)on2)CC1 | -6 | 3 |
